# Gli-Sufu block – Gli-Sufu pathway antagonism; Sufu-KO-LIGHT fibroblasts, Gli luciferase reporter luminescence; inhibition, % at 5 µM; 340,000 compounds, 0.74% hits;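 active means inhibition above about 55%, limit read from the data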;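 further: 0% = DMSO-treated cells and 100% = wells with medium but no cells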
# 697 NFkB inh – lowers PMA/ionomycin-induced NF-kB signal in 697 B cells | 697 B-cell NF-kB luciferase reporter, 16 h | inhibition, % at 4 µM | 330,000 compounds, 0.33% hits | AID 435022; in the data active means inhibition above about 35%
# HKDC1 inhibitor – inhibitors of human hexokinase HKDC1; recombinant HKDC1, G6PDH/diaphorase resazurin coupled fluorescence; 340,000 compounds, 0.16% hits; Q2TB90; inhibition, % at 20 µM;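 active means inhibition above about 35% when tested at 20 µM, limit read from the data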;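 further: plate controls were DMSO wells with enzyme for no effect and DMSO wells lacking enzyme for full effect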
#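 Assay system: recombinant HKDC1 hexokinase; detection: coupled resazurin fluorescence, excitation 525 nm, emission 613 nm; benchmarks: DMSO-plus-enzyme-mix negative control, buffer-substituted positive control; compound dosing: single 20 µM dose; schedule: 90 min at room temperature in dark; also added: glucose plus 1 mM ATP as hexokinase substrates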
# UBC13 inh – human UBC13 polyubiquitination inhibition | AID 485273 | P61088 | UBC13 polyubiquitin chain formation, TR-FRET | inhibition, % at 20 µM | 330,000 compounds, 0.47% hits; in the data active means inhibition above about 45%, passing the limit was not always enough
# Target sequence (P61088 whole entry, looked up): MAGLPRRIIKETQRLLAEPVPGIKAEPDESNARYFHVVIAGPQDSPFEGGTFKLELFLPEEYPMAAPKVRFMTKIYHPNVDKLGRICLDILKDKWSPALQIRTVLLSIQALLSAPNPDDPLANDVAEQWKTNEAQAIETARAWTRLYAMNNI
# Apaf-1 inh – blocks human Apaf-1 apoptosome activity | reconstituted apoptosome caspase-3 activity, DEVD-Rh110 fluorescence | 330,000 compounds, 0.71% hits | inhibition, % at 20 µM | AID 489030; active means inhibition of at least 40% at 20 µM;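 further: plate controls were DMSO wells for no effect and DEVD-CHO caspase inhibitor wells for full effect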
#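 Material: reconstituted apoptosome with Apaf-1, cytochrome c, caspase-9, procaspase-3, dATP / Buffer or medium: pH 7.5 Hepes buffer with CHAPS, BSA, DTT / Also added: cytochrome c with DEVD-Rh110 / Schedule: compound with Apaf-1, dATP, procaspase-3 30 min, then 50 min reaction, room temperature / Technique: rhodamine 110 fluorescence at Ex 480/Em 540 nm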
# SENP8 block – inhibitors of human SENP8 protease. Q96LD8. purified SENP8, Z-RLRGG-aminoluciferin cleavage, luminescence. inhibition, % at 10 µM. 330,000 compounds, 1.2% hits. AID 2540
# Target sequence (Q96LD8 whole entry, looked up): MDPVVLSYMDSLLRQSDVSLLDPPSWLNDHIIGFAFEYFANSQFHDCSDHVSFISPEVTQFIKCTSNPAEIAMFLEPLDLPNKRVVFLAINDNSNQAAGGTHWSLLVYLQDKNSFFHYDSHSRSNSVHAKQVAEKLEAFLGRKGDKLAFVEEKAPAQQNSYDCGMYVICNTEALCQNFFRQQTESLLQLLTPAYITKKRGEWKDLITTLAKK
# SENP7 block – SENP7 protease inhibition; recombinant SENP7, Z-RLRGG-aminoluciferin luminescence, 40 min; inhibition, % at 5 µM; 330,000 compounds, 1.5% hits; AID 434973;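 active means inhibition above about 50% at the single test dose, limit read from the data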;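 further: plate controls were DMSO with enzyme for no effect and no enzyme buffer wells for full effect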
# Target sequence (Q9BQF6 706-1050 limits assumed): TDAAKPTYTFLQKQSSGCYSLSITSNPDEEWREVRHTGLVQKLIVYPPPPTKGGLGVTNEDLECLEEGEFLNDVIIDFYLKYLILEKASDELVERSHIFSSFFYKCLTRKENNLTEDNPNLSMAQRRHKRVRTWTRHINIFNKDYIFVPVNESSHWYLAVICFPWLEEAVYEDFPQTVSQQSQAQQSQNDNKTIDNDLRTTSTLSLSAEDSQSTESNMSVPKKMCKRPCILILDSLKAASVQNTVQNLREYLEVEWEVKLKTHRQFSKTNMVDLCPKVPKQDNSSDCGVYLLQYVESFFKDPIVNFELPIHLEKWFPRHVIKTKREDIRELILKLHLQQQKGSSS
# Jurkat NFkB inh – lowers PMA/ionomycin-induced NF-kB signal in Jurkat cells. PMA/ionomycin-induced NF-kB luciferase reporter, luminescence. inhibition, % at 4 µM. 330,000 compounds, 0.53% hits. AID 435003
# * hit, by the source's call. Unless noted, no stated cut-off is given here; in the data, active means inhibition above about 50%; inactive means the rest.
SMILES,Gli-Sufu block,697 NFkB inh,HKDC1 inhibitor,UBC13 inh,Apaf-1 inh,SENP8 block,SENP7 block,Jurkat NFkB inh
O=C1C(Cl)=C(N2CCCCC2)C(=O)N1c1ccccc1Cl,60*,4,8,1,14,0,-1,-5
COc1ccccc1C(CCN(Cc1cccs1)C(C)=O)c1ccco1 (stereo not given),-1,-14,8,-18,7,4,11,-10
COCCCn1c(-c2ccsc2)nc2c1c(=O)[nH]c(=O)n2Cc1ccccc1,3,6,0,6,5,3,4,8
O=C(NCCS(=O)(=O)NCc1ccccc1Cl)c1ccccc1,6,1,-6,-4,8,1,-7,1
COc1c(Br)cc2c(C)c(C(=O)O)oc2c1Br,-13,33,-7,-1,5,2,1,15
S=C(Nc1ccccc1)Nc1ccc(OCc2ccc(Cl)cc2Cl)cc1,58*,4,2,-18,15,-10,-4,-2
Cc1ccc(/C=N/NC(=O)c2ccc(NC(=O)c3ccc(Cl)cc3)cc2)o1,-11,20,-5,-10,-5,-5,0,-20
CCN(CC(=O)NC1CCS(=O)(=O)C1)S(=O)(=O)c1ccc(F)cc1 (stereo not given),-1,22,-2,6,-10,-1,0,-1
Cc1csc2ncc(C(=O)Nc3ccc4c(c3)OCCO4)c(=O)n12,-79,-138,1,12,-4,-11,-5,-125
CC1=C(N2CCOCC2)CCC1=O,0,18,-9,-1,-2,-1,2,4
COc1ccc(Cn2c(C)c(C)c(C#N)c2NC(=O)Nc2ccccc2)cc1,-12,11,-2,0,6,3,-3,10
N#C/C(=C\c1ccc([N+](=O)[O-])cc1)c1ccccn1,-34,-63,-7,2,4,-5,5,-96
COc1ccccc1S(=O)(=O)Cc1ccc(C(=O)NCc2cccnc2)o1,3,10,-3,10,5,2,6,4
Cc1onc(-c2ccccc2Cl)c1C(=O)Nc1nnc(-c2cccc([N+](=O)[O-])c2)s1,-1,-12,7,-5,2,1,6,3
CCc1ccccc1N(C(=O)Cn1nnc2ccccc21)C(C(=O)NCCOC)c1ccco1 (stereo not given),1,-13,-6,1,-11,-2,8,-3
CCSc1ccc([C@@H]2[C@@H]3C(=O)N(CC)C(=O)[C@@H]3[C@]3(C(=O)OC)CCCCN23)cc1,-15,7,1,14,17,-5,-5,7
CCOc1ccc(N2C(=O)CC(Sc3nc4ccc(OCC)cc4s3)C2=O)cc1 (stereo not given),14,-25,8,5,15,1,-1,-45
Cc1ccc(OCC(=O)NC(C)c2ccccc2)cc1C (stereo not given),10,6,-1,0,9,4,-2,2
Cn1cccc1C(=O)OCC(=O)c1c[nH]c2ccccc12,-89,-131,-7,-18,4,-11,-8,-107
O=C1OC(N2C(=O)CC[C@H]2C(=O)Nc2ccc(Br)cc2F)c2ccccc21 (stereo not given in full),-1,21,-7,0,-4,-1,-5,4
COC(=O)c1cc(OC)c(OC)cc1NC(=O)CSc1nnnn1Cc1ccccc1,12,-6,-4,-1,22,-2,1,-13
OCCNc1nnc(-c2ccccc2)c(-c2ccccc2)n1,1,11,-6,-5,-9,0,4,-9
COc1ccc(S(=O)(=O)N2CCOCC2)cc1NC(=O)CN(C)Cc1c(F)cccc1Cl,8,-17,3,-5,14,-13,-7,6
O=C(/C=C/c1ccccc1)NC(NC(=S)Nc1cc(Cl)ccc1Cl)C(Cl)(Cl)Cl (stereo not given),10,-32,12,-17,18,-5,-10,-20
COC(=O)C1=C(C)NC(=O)C1(NC(=O)CN1CCCC1=O)C(F)(F)F (stereo not given),5,8,-1,4,-6,6,1,-2
O=C(Nc1ccc2oc(-c3ccccc3F)nc2c1)c1ccc2c(c1)OCCO2,54,-62,10,6,8,4,-2,1
O=C(COc1ccccc1)Nc1ccccc1Oc1ccccc1,-6,6,-4,10,13,-8,-1,-8
Cc1nc(C)c(C(=O)N2CCCC(C(=O)c3cc(F)ccc3F)C2)s1 (stereo not given),-1,2,8,-4,-6,-9,1,10
Cc1cc(NC(=O)c2coc(=O)c(Br)c2)ccc1C(C)C,-13,-96,2,0,-2,-28,-18,-9
O=C(Nc1cccc(-c2nc3ccccc3s2)c1)c1cc(-n2cnnc2)ccc1Cl,-5,-31,3,16,19,40,30,-29
Cc1noc(C)c1NC(=O)Nc1ccc2c(c1)C(=O)N([C@H](C)CO)C[C@H](C)[C@@H](CN(C)C(=O)Nc1ccccc1)O2,0,16,2,2,-2,-4,7,14
COc1cc2c(cc1OC)CN(CC(=O)Nc1cccc([N+](=O)[O-])c1)CC2,2,21,4,1,32,10,11,-2
O=C(CCS(=O)(=O)c1cccs1)NC1CCCCCC1,-53,-48,-3,-13,6,4,6,-39
O=C(Nc1ccc(F)cc1)C1CCN(C(=O)c2ccc([N+](=O)[O-])cc2)CC1,2,-14,0,-1,2,-8,-3,-23
CCc1ccc(NC(=O)[C@H](C)NC(=O)C2CCN(C(=O)[C@@H](N)CC(C)C)CC2)cc1,-7,8,-7,-5,7,-12,-5,-2
Cc1[nH]cnc1CSCCN,-8,13,-13,1,-4,0,-2,-4
CNc1cc(Cl)nc(SC)n1,-23,6,-5,-12,8,-6,-5,-5
COc1ccc(-c2nnc(NC(=O)c3c(OC)cccc3OC)s2)cc1,25,8,-4,-1,-8,-1,-9,3
Cc1cc(C)n2c(SCC(C)C)nnc2n1,-9,1,-7,-3,-2,-2,0,-13
CCCCCCC1CC(=O)NC(=S)N1 (stereo not given),-2,-14,-6,-9,-2,-8,-5,-1
COCCn1c(=O)[nH]c2cc(C(=O)N3CCN(c4ccccc4F)CC3)ccc2c1=O,20,5,-5,4,-7,-3,1,9
CC1CC(C)CN(CCCNC(=O)CCNC(=O)Cn2ccc3ccccc3c2=O)C1 (stereo not given),4,-26,-6,-5,1,-1,-11,-12
Cc1nn(C)cc1/C=C/C(=O)c1ccccc1,99*,-33,-11,-4,0,-21,-10,-31
COc1ccc(-c2c(C)nn(-c3ccccc3)c2NC(C)=O)cc1OC,4,8,-4,4,-12,3,0,3
Cc1cccc(N2CCN(C(=O)C(NS(=O)(=O)c3cccs3)c3ccccc3)CC2)c1C (stereo not given),1,5,-2,-2,5,2,1,6
COC(C(=O)Nc1ccc(S(=O)(=O)Nc2ccc(F)cc2)cc1)c1ccccc1 (stereo not given),4,11,1,7,17,6,6,14
Cc1ccc(C(=O)NCCC(=O)N2CCC3(CC2)NCCc2[nH]cnc23)cc1C,4,0,-6,3,15,5,-3,7
Cc1ccccc1CN1CCN(C(=O)c2ccco2)CC1,-1,-17,-4,7,-2,-8,3,-3
CCNS(=O)(=O)c1ccc(S(=O)(=O)N(Cc2ccccn2)C2CCCCC2)cc1,7,4,-1,9,4,-5,1,-4
S=C(NCCCN1CCOCC1)N1CCN(c2nc(-c3ccccc3)cs2)CC1,19,16,-2,7,5,-2,5,-3
N#C/C(=C\c1ccc([N+](=O)[O-])cc1)C(=O)Nc1ccccc1O,11,-42,6,-12,-7,-12,-1,-11
Cc1c(OCC(=O)NCC2CCC(C(=O)O)CC2)ccc2c(-c3ccccc3)cc(=O)oc12 (stereo not given),-16,14,2,-17,1,-8,8,3
C(#CCN1CCCC1)CC(c1ccccc1)c1ccccc1,12,-18,-9,4,19,-8,-12,6
Brc1cccc(CSc2nnc(-c3ccncc3)o2)c1,-8,-9,-5,-3,-1,6,-1,3
COc1cccc(C(=O)COC(=O)CCC(=O)c2ccccc2)c1,2,-1,-5,5,1,-10,0,16
Cc1nnc(SCC(=O)N2CCC(c3noc4ccc(F)cc34)CC2)s1,-5,4,-6,18,-14,-8,-10,8
CCN1CCN(C(=O)/C(C#N)=C/c2ccc(OC(F)F)cc2)CC1,6,5,-5,7,4,-3,-5,7
CCC1CCCCN1C(=O)CSc1nnc(-c2ccc3c(c2)OCCO3)o1 (stereo not given),-12,-2,6,22,11,4,-1,-5
Clc1ccc2nc(-c3ccc4c(c3)OCO4)cn2c1,-113,-210,-5,12,-7,78*,79*,-144
COc1ccc(NC(=O)CSc2nc(C)cs2)cc1,-15,9,-2,1,0,-2,2,-9

# 17 entries out of the list, ordered by number of heavy atoms, highest first:
SMILES,Gli-Sufu block,697 NFkB inh,HKDC1 inhibitor,UBC13 inh,Apaf-1 inh,SENP8 block,SENP7 block,Jurkat NFkB inh
CCc1ccccc1N(C(=O)Cn1nnc2ccccc21)C(C(=O)NCCOC)c1ccco1 (stereo not given),1,-13,-6,1,-11,-2,8,-3
Cc1c(OCC(=O)NCC2CCC(C(=O)O)CC2)ccc2c(-c3ccccc3)cc(=O)oc12 (stereo not given),-16,14,2,-17,1,-8,8,3
COc1ccc(S(=O)(=O)N2CCOCC2)cc1NC(=O)CN(C)Cc1c(F)cccc1Cl,8,-17,3,-5,14,-13,-7,6
COC(=O)c1cc(OC)c(OC)cc1NC(=O)CSc1nnnn1Cc1ccccc1,12,-6,-4,-1,22,-2,1,-13
O=C(Nc1cccc(-c2nc3ccccc3s2)c1)c1cc(-n2cnnc2)ccc1Cl,-5,-31,3,16,19,40,30,-29
S=C(NCCCN1CCOCC1)N1CCN(c2nc(-c3ccccc3)cs2)CC1,19,16,-2,7,5,-2,5,-3
COCCCn1c(-c2ccsc2)nc2c1c(=O)[nH]c(=O)n2Cc1ccccc1,3,6,0,6,5,3,4,8
COc1cc2c(cc1OC)CN(CC(=O)Nc1cccc([N+](=O)[O-])c1)CC2,2,21,4,1,32,10,11,-2
S=C(Nc1ccccc1)Nc1ccc(OCc2ccc(Cl)cc2Cl)cc1,58*,4,2,-18,15,-10,-4,-2
Cc1nc(C)c(C(=O)N2CCCC(C(=O)c3cc(F)ccc3F)C2)s1 (stereo not given),-1,2,8,-4,-6,-9,1,10
Cc1csc2ncc(C(=O)Nc3ccc4c(c3)OCCO4)c(=O)n12,-79,-138,1,12,-4,-11,-5,-125
O=C(NCCS(=O)(=O)NCc1ccccc1Cl)c1ccccc1,6,1,-6,-4,8,1,-7,1
C(#CCN1CCCC1)CC(c1ccccc1)c1ccccc1,12,-18,-9,4,19,-8,-12,6
Cn1cccc1C(=O)OCC(=O)c1c[nH]c2ccccc12,-89,-131,-7,-18,4,-11,-8,-107
Brc1cccc(CSc2nnc(-c3ccncc3)o2)c1,-8,-9,-5,-3,-1,6,-1,3
Cc1nn(C)cc1/C=C/C(=O)c1ccccc1,99*,-33,-11,-4,0,-21,-10,-31
CNc1cc(Cl)nc(SC)n1,-23,6,-5,-12,8,-6,-5,-5

# Next section.
SMILES,Gli-Sufu block,697 NFkB inh,HKDC1 inhibitor,UBC13 inh,Apaf-1 inh,SENP8 block,SENP7 block,Jurkat NFkB inh
Cc1cc(-n2c(C)cc(C(=O)COc3cc(F)ccc3[N+](=O)[O-])c2C)no1,-1,1,-1,-4,12,-12,1,11
Cc1sc2nnn(CC(=O)N3CCN(C(=O)c4ccco4)CC3)c(=O)c2c1C,-1,19,-11,1,-14,3,5,1
COc1ccc(C2C3=C(CC(C)(C)CC3=O)Nc3nc(C)nn32)cc1OC (stereo not given),0,4,-4,4,-3,-7,-3,8
O=C1C=C(N2CCOCC2)CO1,-9,6,-3,4,-5,7,-3,-4

# Screening data (PubChem)
